Bcl-xL primary – inhibitors of human Bcl-xL. Q07817. GST-Bcl-xL / FITC-Bim BH3 peptide fluorescence polarization. inhibition, % at 10.9 µM. hit rate 0.7% among 320,000. AID 2129;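 active means inhibition above the mean of all tested compounds plus 3 SD, cutoff set per campaign, cut at about 30% in these data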;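 further: 0% = DMSO wells and 100% = unlabeled Bim-BH3 peptide competitor; inhibitors lower millipolarization by displacing the labeled peptide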
CIT2 TOR yeast – alters CIT2-GFP fluorescence in TOR pathway yeast screen. S. cerevisiae CIT2-GFP strain, flow cytometry, 3 h; 100 means same as DMSO wells. GFP response vs DMSO, % at 10 µM. AID 2029. hit rate 0.065% among 320,000;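 active means GFP response relative to DMSO above a set limit, near the screen mean plus 3 SD, cut at about 150% in these data; inconclusive means Fewer than 70 cells measured for a yeast strain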;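 further: ratio of well median GFP fluorescence to mean of DMSO wells on the plate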
AGP1 TOR yeast – modulators of TOR pathway AGP1-GFP in S. cerevisiae. hit rate 0.02% among 320,000. S. cerevisiae AGP1-GFP multiplex flow cytometry, 3 h; GFP as percent of DMSO wells. GFP response vs DMSO, % at 10 µM;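 active means GFP response relative to DMSO above a set limit, near screen average plus 3 SD, cut at about 150% in these data; inconclusive means fewer than 70 cells counted for the yeast strain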;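 further: median GFP channel fluorescence of the gated AGP1 strain per well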
GLD-1 TGE inh – GLD-1-TGE RNA interaction inhibition (C. elegans); Q17339; purified GLD-1 + fluorescein TGE RNA, fluorescence polarization; inhibition, % at 5.96 µM; hit rate 0.44% among 320,000; AID 2280;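 active means percent inhibition above a per-plate cutoff, the plate mean of test compounds plus 3 SD, cut at about 30% in these data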;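 further: 0% = DMSO wells with GLD-1 and probe and 100% = wells lacking GLD-1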
Target sequence (Q17339 whole entry, looked up): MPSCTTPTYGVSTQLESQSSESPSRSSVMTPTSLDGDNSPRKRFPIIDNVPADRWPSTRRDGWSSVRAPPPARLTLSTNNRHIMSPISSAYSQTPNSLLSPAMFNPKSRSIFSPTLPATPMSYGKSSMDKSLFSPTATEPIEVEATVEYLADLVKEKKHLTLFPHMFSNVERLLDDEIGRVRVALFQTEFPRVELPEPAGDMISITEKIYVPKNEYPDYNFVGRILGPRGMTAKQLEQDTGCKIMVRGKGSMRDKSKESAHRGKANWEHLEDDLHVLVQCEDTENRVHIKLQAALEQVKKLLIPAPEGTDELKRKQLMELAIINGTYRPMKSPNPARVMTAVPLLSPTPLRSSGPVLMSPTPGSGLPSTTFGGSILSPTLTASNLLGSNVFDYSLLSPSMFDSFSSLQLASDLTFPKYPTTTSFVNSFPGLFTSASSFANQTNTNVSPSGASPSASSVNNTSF
MCL1-BIM inh – disrupts human MCL1 binding to BIM-BH3 peptide. Q07820. GST-MCL1 / FITC-Bim-BH3 fluorescence polarization. inhibition, % at 10.9 µM. hit rate 0.68% among 320,000. AID 2057;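 active means inhibition above the mean inhibition of all tested compounds plus 3 SD, set per campaign, cut at about 40% in these data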;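 further: 0% = DMSO wells and 100% = unlabeled Bim-BH3 peptide control; higher means more loss of mP so more displacement of Bim peptide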
Yeast superoxide – caloric restriction mimetics inhibiting age-related superoxide in yeast. S. cerevisiae aged cells, superoxide DHE fluorescence; active compounds read low. superoxide response (% of plate mean), % at 10 µM. hit rate 0.18% among 330,000. AID 2690;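 active means superoxide response under a set limit, about three screen SD below normal, cut at about 65% in these data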;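 further: yeast aged for seven days with compound at 30 °C before DHE staining; 100% = average MFI of all compound-treated wells on the plate with controls excluded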
MEX-5 binding – C. elegans MEX-5 TCR-2 RNA binding activity | MEX-5/FITC-TCR2 RNA binding, fluorescence polarization; active compounds read low | hit rate 0.38% among 300,000 | Q9XUB2 | activity score (negative = inhibition of binding), % at 10 µM;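 active means inhibition past about -25% in most replicates, and total fluorescence under double the plate's negative control median, limit read from the data; inconclusive means replicates evenly split on the limit, or fluorescence at least double controls; inactive means too little inhibition in most replicates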;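 further: 0% = DMSO and -100% = 5 µM competing unlabeled TCR2 RNA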
Target sequence (Q9XUB2 whole entry, looked up): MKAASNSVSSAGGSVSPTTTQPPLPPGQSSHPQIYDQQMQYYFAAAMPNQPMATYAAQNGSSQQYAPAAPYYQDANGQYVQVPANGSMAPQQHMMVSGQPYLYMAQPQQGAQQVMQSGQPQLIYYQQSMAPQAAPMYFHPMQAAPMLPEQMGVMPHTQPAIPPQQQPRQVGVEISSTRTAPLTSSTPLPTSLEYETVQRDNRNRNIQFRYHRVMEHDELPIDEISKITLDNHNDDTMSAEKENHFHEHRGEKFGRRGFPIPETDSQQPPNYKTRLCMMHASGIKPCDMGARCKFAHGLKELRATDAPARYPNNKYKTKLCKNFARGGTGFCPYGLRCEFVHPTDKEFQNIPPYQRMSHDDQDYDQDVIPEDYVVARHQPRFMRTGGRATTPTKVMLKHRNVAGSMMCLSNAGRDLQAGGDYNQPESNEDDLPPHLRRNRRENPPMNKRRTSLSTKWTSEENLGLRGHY
GRK2 inh – inhibitors of human GRK2 displacing RNA aptamer; AID 488847; bead flow cytometry, FAM-aptamer displacement from GRK2; inhibition of aptamer binding, % at 10 µM; P25098; hit rate 0.59% among 330,000;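 active means inhibition of aptamer binding above 40%, roughly 3 SD of noise, on plates passing a quality check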;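 further: median bead fluorescence of bound FAM aptamer so fluorescent compounds give negative values; no value below 0 was filed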
VLA-4 inh – inhibition in a human VLA-4 binding assay | hit rate 0.2% among 330,000 | AID 2557 | inhibition, % (about 7 µM as worked out from the volumes in the protocol) | VLA-4 expressing cells, ligand binding flow cytometry | P13612; in the data active means inhibition above about 50%
Starred values were filed as active, the others as inactive; ? = inconclusive; / = no result given. Compounds were not picked by outcome; about 2.1% have a hit in one of these screens.

The line under a structure holds: GLD-1 TGE inh, Bcl-xL primary, VLA-4 inh, MEX-5 binding, GRK2 inh, MCL1-BIM inh, Yeast superoxide, CIT2 TOR yeast, AGP1 TOR yeast
O=C(NCCc1csc(-c2cccnc2)n1)c1ccc(Cl)cc1
    1, 5, -10, 1.4, 2, 4, 92, 100, 99
c1ccc(-n2nnnc2-n2cnc3ccccc32)cc1
    8, 4, 3, -0.3, 2, 5, 97, 102, 101
CN(CC(=O)Nc1ccc(F)cc1)C(=O)CCc1nc2sc3c(c2c(=O)[nH]1)CCCC3
    -5, 2, 25, -0.1, 2, 6, 99, 100, 101
CCNc1ccc(C(=O)OCC)cc1NC(=O)c1cccc(S(=O)(=O)N2CCOCC2)c1
    -4, 8, 1, 0.2, 0, 12, 85, 103, 100
O=C(NCc1cccs1)C1(S(=O)(=O)c2ccccc2)CC=CC1
    4, 2, 5, 1.6, 0, 1, 98, 78, 88
CN(C)/C=C(/C(=O)c1ccccc1Cl)S(=O)(=O)c1ccccc1
    0, 3, 5, -0.7, 2, 5, 124, /, 90
Cc1ccccc1NC(=O)C(C)OC(=O)c1ccccc1C(=O)N(C)c1ccccc1 (stereo not given)
    0, -3, 0, -1.0, 3, -21, 97, 102, 108
Cc1csc(=O)n1CC(=O)OCC(=O)Nc1cc([N+](=O)[O-])ccc1Cl
    5, 2, 4, 0.8, 0, 8, 123, 95, 113
COc1cccc(OC)c1C(=O)NC(=O)Nc1c(F)cc(F)cc1F
    4, 6, -7, 1.4, 2, 3, 107, 100, 105
COc1ccc(C2NC(=O)NC3=C2C(=O)CCC3)cc1 (stereo not given)
    -10, -2, 5, -0.5, 1, 0, 97, 99, 96
CSc1nsc(/C=C/Nc2ccc(C(=O)O)cc2)c1C#N
    -16, 6, -21, -2.1, 3, -7, 84, 109, 106
COc1ccc(C(C(N)=O)c2ncc(C(F)(F)F)cc2Cl)cc1OC (stereo not given)
    1, 10, -6, 0.0, 0, 5, 110, 114, 109
CCOc1ccc2nc(SCC(=O)NCc3ccc(S(N)(=O)=O)cc3)[nH]c2c1
    0, 4, -7, 1.6, 2, 0, 73, 106, 104
CC(=O)c1ccc(OC(C)C(=O)NCC2(N3CCOCC3)CCCCC2)cc1 (stereo not given)
    1, /, 7, /, 2, /, 89, 99, 97
c1ccc(-c2nc(N3CCCCCC3)c3ccccc3n2)nc1
    -1, -3, 14, 31, 0, 10, 95, 101, 105
N/C(=N\NC(=O)c1ccccc1Cl)c1cc2ccccc2oc1=O
    -1, 3, 9, -0.7, 0, 12, 85, 107, 96
O=C(NC1CC2CCCC(C1)N2C(=O)Nc1ccccc1)c1ccccc1 (stereo not given)
    0, 3, 27, -0.9, 0, 8, 105, 97, 98
COC(=O)c1ccccc1NC1c2ccccc2C(=O)N1c1cccnc1 (stereo not given)
    5, -1, -18, -0.8, 10, 5, 103, 96, 96
COc1ccc(OC/C(O)=C(\C#N)c2nc3ccccc3[nH]2)cc1
    -10, -4, 3, 2.2, 6, -11, 115, 94, 98
Cc1cc2ncn(S(=O)(=O)c3ccc(S(=O)(=O)N4CCCCCC4)cc3)c2cc1C
    0, 0, 9, -3.1, 0, -3, 87, 99, 102
CCCCN(CC)C(=O)Cn1ncc2c3ccccc3n(CCC)c2c1=O
    /, /, 1, 1.6, 4, /, 98, 106, 100
COc1cc(S(=O)(=O)NC2CCCCC2C)ccc1Cl (stereo not given)
    3, 1, 6, /, 0, -8, 113, 93, 102
NS(=O)(=O)c1ccc(NC(=O)c2ccc3c(c2)CCN3S(=O)(=O)c2ccccc2)cc1
    3, -1, 8, 2.0, 0, 1, 111, 95, 92
Cc1ccc(C(=O)NCC(=O)OCC(=O)c2c(N)n(C)c(=O)n(C)c2=O)cc1C
    0, /, 5, /, 2, /, 114, 106, 105
CN1C(=O)C2C3c4ccccc4C(c4ccccc43)[C@@H]2C1=O (stereo not given in full)
    -6, 0, -2, 1.3, 3, -7, 95, 109, 108
COc1ccc(Nc2nc(C)cc(=O)[nH]2)c(OC)c1
    5, 2, 3, -0.8, 0, -2, 110, 97, 101
COc1ccc(-c2nnn(CC(=O)N(CC(=O)NC3CCCC3)c3ccccc3F)n2)cc1OC
    5, 1, -7, -0.2, 0, 1, 100, 94, 92
CN(Cc1nc2ccccc2n1C)S(=O)(=O)c1ccc(F)cc1
    -8, -5, 22, /, 0, -3, 99, 101, 105
NNC(=O)CSc1cccc2cccnc12
    -5, -3, -9, 0.9, 3, 10, 90, 97, 105
CCCCN1CCNC[C@@H]1Cc1ccccc1
    5, 9, -7, -1.6, 2, 7, 103, 91, 94

(more compounds)
The line under a structure holds: GLD-1 TGE inh, Bcl-xL primary, VLA-4 inh, MEX-5 binding, GRK2 inh, MCL1-BIM inh, Yeast superoxide, CIT2 TOR yeast, AGP1 TOR yeast
CCOC(=O)Cn1nnc(-c2cc(OC)c(OC)c(OC)c2)n1
    -1, 2, -2, /, 0, -1, 105, 96, 101
O=C(Cn1cnc2ccccc2c1=O)NCCC(=O)Nc1ccc2c(c1)OCO2
    1, 4, 46, 1.5, 0, 2, 103, 109, 119
COc1ccc(C(=O)/C=C2/Sc3cc4c(cc3N2C)OCO4)cc1
    -3, 2, -3, 2.1, 0, 4, 97, /, /
Cc1ccc(CNC(=O)C2CCN(S(=O)(=O)N3CCC4(CC3)OCCO4)CC2)cc1
    5, 4, -3, -4.2, 2, 1, 75, ?, ?
CCOC(=O)C1C(c2ccc(OC)c(OC)c2)c2c([nH][nH]c2=O)CC1(C)O (stereo not given)
    11, 4, 8, -1.7, 0, 5, 106, 92, 98
Cc1sc(N2CCN(S(=O)(=O)c3ccc4c(c3)NC(=O)CO4)CC2)nc1-c1ccccc1
    -6, 7, 9, 1.7, 0, 9, 123, 115, 121
O=C1CSC(c2ccccc2O)N1Cc1ccccc1 (stereo not given)
    0, 6, -12, -1.5, 1, 6, 101, 105, 107
COCCSc1ccccc1C(=O)Nc1ccccc1C(C)C
    -2, 2, 0, -0.5, 0, 7, 108, 91, 97
CC(C)(c1ccccc1)c1ccc(OCCCNCCO)cc1
    9, 4, 4, 3.4, 0, 2, 89, 78, 84
O=C(Nc1cccnc1)c1ccc(NS(=O)(=O)c2cc([N+](=O)[O-])ccc2Cl)cc1
    1, 9, 4, 0.9, 0, 14, 107, 105, 100
CN1C(=S)SC(N(O)C(=O)NC2CCCCC2)C1(C)C (stereo not given)
    1, 0, 4, 1.2, 1, 5, 88, 98, 101
COC(=O)c1ccc(C(=O)OC)c(NC(=S)N2CCN(c3ccc(F)cc3)CC2)c1
    -2, 0, 3, 2.8, 5, 9, 108, 95, 96
CC1=NCCN1CCNC(=O)Nc1ccc(F)cc1
    1, 2, 21, -3.1, 3, 7, 100, 99, 105
Cc1ccccc1C(=O)N1CCN(c2ccc(NC(=O)c3ccc4c(c3)OCO4)cc2)CC1
    0, 3, -3, -1.9, 0, 2, 99, 85, 93
CN(C)C(=O)c1ccc(Nc2ncnc3sc4c(c23)CCCCC4)cc1
    8, 3, 10, 0.0, 2, 4, 107, 101, 102
COCCN(C(=O)COC(=O)/C(=C/c1ccccc1)NC(C)=O)c1c(N)n(Cc2ccccc2)c(=O)[nH]c1=O
    /, /, 22, 0.1, 0, /, 115, 86, 92
Cc1nc2c(N=Nc3ccccc3F)c(N)nn2c(N)c1C#N
    1, 11, -4, -5.9, 0, -6, 111, 104, 99
CC(C)NC(=O)c1onc(CSc2cccc3ccccc23)c1C(=O)O
    -2, 8, -2, 3.5, 0, 2, 95, 93, 94
CCCOc1ccccc1/C=C(\C#N)C(=O)Nc1cccnc1
    -1, 9, 12, -1.2, 1, -1, 90, 92, 86
CCC(/C=N/NC(=O)C(=O)N/N=C/C(CC)CC)CC
    -3, -1, 7, 1.8, 0, -4, 84, 100, 93
COc1ccc(Cl)cc1N1C(=O)CC(Sc2ccccc2N)C1=O (stereo not given)
    4, 3, -2, 2.7, 0, 4, 101, 94, 102
COc1cc(/C=N/NS(=O)(=O)c2ccc(C)c([N+](=O)[O-])c2)ccc1O
    -4, 9, -2, 1.3, 0, 5, 102, 114, 96
CCC(C)C(NC(=O)OC(C)(C)C)C(=O)NC(Cc1ccccc1)C(=O)OC (stereo not given)
    6, -2, -8, 0.9, 3, -1, 97, 101, 98
CC(C)CC(=O)N1CCN(C(=O)CCC2CCCC2)CC1
    1, 0, 25, -1.4, 1, 2, 87, 93, 103
CC(=O)Cc1cc2cc([N+](=O)[O-])ccc2oc1=O
    -3, 5, 8, 0.2, 3, -2, 106, 97, 104
NS(=O)(=O)c1ccc(CCNC(=O)CSc2ccccc2)cc1
    2, 5, -4, 1.3, 1, 1, 86, /, 95
N#Cc1ccccc1OCC(=O)Nc1nnc(C2CC2)s1
    3, 4, 0, /, 0, 0, 97, 96, 92
CN(C)CCNc1nc2c(c(=O)[nH]c(=O)n2C)n1CCCc1ccccc1
    6, 6, 10, 0.6, 3, 7, 110, 94, 100
COc1ccc(CCNC(=O)CSCc2ccc([N+](=O)[O-])cc2)cc1OC
    4, 3, 7, -1.6, 0, 7, 100, 82, 79
C=CCn1c(Cc2cccs2)nnc1SCC(=O)c1cccc(Br)c1
    -6, -4, -1, 0.9, 0, 6, 100, 88, 94

Carrying on.
The line under a structure holds: GLD-1 TGE inh, Bcl-xL primary, VLA-4 inh, MEX-5 binding, GRK2 inh, MCL1-BIM inh, Yeast superoxide, CIT2 TOR yeast, AGP1 TOR yeast
Cc1c(C(=O)N2CCC(Cc3ccccc3)CC2)cccc1[N+](=O)[O-]
    5, -3, -9, 1.4, 1, -10, 98, 102, 97
COc1ccc(C2(CN(C(C)=O)C(C)=O)CCCC2)cc1OC
    1, 3, -4, 1.8, 0, 2, 110, 105, 105
COc1ccc(-c2cn3cccnc3n2)cc1F
    3, 6, 29, 1.2, 0, 10, 102, 92, 85
COc1ccc(CCNC(=O)c2nnn(CC(=O)Nc3ccccc3)c2N)cc1OC
    -5, -7, -5, -0.6, 3, -10, 99, 94, 98

Source: PubChem BioAssay
